High-throughput results from PubChem BioAssay.
PMI inhibition: human PMI inhibitors, high substrate, primary screen, biochemical, fluorescence intensity, high mannose 6-phosphate (AID 1220) | recombinant PMI enzyme, coupled fluorescence intensity; higher % means a stronger effect | inhibition, % at 20 µM; hits with a dose series show IC50 in µM | 0.66% of 190,000 active
PMI inhibitors: MPI enzyme activity inhibition – biochemical, fluorescence intensity, coupled assay, primary screen (AID 1209); purified PMI enzyme, coupled fluorescence intensity; higher % means a stronger effect; 0.42% of 190,000 active; inhibition, % at 20 µM; hits with a dose series show IC50 in µM;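 further: plate controls were DMSO vehicle for no effect and wells lacking substrate for full effect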
Hep lipid drop: hepatic lipid droplet formation modulation. AID 1656. AML12 mouse hepatocytes, oleate lipid droplets, BODIPY imaging. 0.4% of 240,000 active. inhibition, % at 6.5 µM;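 active means lipid droplet intensity inhibited by at least 50%, with more than 500 cells counted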
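Assay system: AML12 mouse liver cells | Compound: 6.5 µM single-point dosing | Schedule: Overnight exposure | Technique: Fluorescence imaging, 20x objective, two fields per well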
MT stabilize HCS: stabilizes microtubules in HeLa cells | HeLa tubulin immunostaining HCS, 24 h; share of cells brighter than vehicle mean+2SD | % tubulin-high responders, % at 10 µM | 0.83% of 200,000 active | AID 2205;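 active means plate Z-score above 3 for both tubulin-high and condensed-nucleus cell shares, with cell loss under 80%, at 10 µM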;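 further: anti alpha tubulin signal scored within the nucleus-defined area of each cell; some results filed as inactive read as strong as hits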
Autophagy mod: alters autophagy in cells; MEF GFP-LC3 puncta imaging; test concentration mostly 10 µM; calls only at 10 µM (by protocol); 0.98% of 190,000 active; AID 463193;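 active means percentage of spot-positive cells more than 3 SD above its plate mean, without a fluorescence outlier flag or 80% toxicity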;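 further: spot-positive cell cutoff set from DMSO-treated cells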
Ins promoter up: MIN6 insulin promoter up-regulation. MIN6 insulin promoter-GFP reporter, high-content imaging; stronger effect = higher value. z-score at 5 µM. 0.3% of 190,000 active;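 active means z-score above 3 at 5 µM with at least 500 cells counted in the well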
T cell modulator: T cell immune modulators affecting CD8 T cell-vesicle binding; 2C CD8+ T cell-vesicle binding, flow cytometry; stronger effect = lower value; calls only at 7 µM; 0.068% of 330,000 active;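 active means response, share of CD8 T cells binding vesicles, and their 90th percentile fluorescence all below set limits, cut at about 80% in these data, passing the limit was not always enough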
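incubation = binding step 1.5 h, 37 °C, antibody labelling 20 min, ice | test system = 2C mouse CD8+ T cells | read-out basis = percent CD8+ FL2 mean versus row control | controls = Peptide-free naked vesicles (low) and QL9 vesicles with 0.7% DMSO vehicle (high) | detection = flow cytometry of vesicle-bound cells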
TNAP activation fold: human TNAP enzyme activators, primary screen, biochemical, luminescent, no phosphate acceptor, uHTS (AID 1001); activation fold at 20 µM; hits with a dose series show EC50 in µM; 0.03% of 200,000 active; purified TNAP, luminescent activation assay, no phosphate acceptor; higher activation fold means a stronger effect; in the data active means activation fold from about 3, or a potency from the dose series; inactive means the rest, 99 in 100 with activation fold below about 1.6; further: many of its hits are not listed in these tables
bCat nuc transl: beta-catenin nuclear translocation modulation | HeLa beta-catenin nuclear translocation, immunofluorescence imaging | 0.3% of 190,000 active | nuclear translocation activity, % at 5 µM;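 active means nuclear translocation activity above 50% at 5 µM, with a well cell count of 50 or more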;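 further: per-cell ratio of nuclear to cytoplasmic median beta-catenin stain intensity; plate controls were DMSO negative control for no effect and GSK-3 inhibitor IX positive control for full effect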
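Test system: human HeLa cell line; Doses: 5 µM primary, 0.02–20 µM confirmation; Incubation: 24 h compound exposure, 37°C; Detection: beta-catenin immunofluorescence imaging with DAPI; Read-out: beta-catenin nuclear/cytoplasmic ratio, % activation.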
Ins promoter up cell count: further read-out of Ins promoter up, marked with its call; cell count; measured here: cytotoxicity, nuclei count;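 total cells summed across four imaged fields per well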
Hep lipid drop cells 6.5 µM: further read-out of Hep lipid drop, marked with its call; cell count; measured here: cell count, cytotoxicity flag;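 cells counted across two imaged fields per well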
bCat nuc transl cell count 5 µM: also measured in bCat nuc transl; calls as there; cell count; measured here: cell count, cytotoxicity flag
T cell modulator vesicle-bound %: further read-out of T cell modulator, marked with its call; double positive events, %; measured here: CD8+ vesicle-bound cell fraction;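 binding gate set so that unloaded-vesicle control wells show 10% double positive cells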
MT stabilize HCS Hoechst-high %: second read-out of MT stabilize HCS, no call of its own (marks repeat the call); % Hoechst-high responders; measured here: nuclear condensation Hoechst responders;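 share of cells brighter than vehicle mean plus two SD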
MT stabilize HCS cytotoxicity %: recorded beside MT stabilize HCS, whose call it bears; toxicity, %; measured here: cytotoxicity by cell density;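 0% = mean cell density of plate MIN control wells and 100% = no cells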
Autophagy mod cell loss 18 h: further read-out of Autophagy mod, marked with its call; toxicity, %; measured here: cell loss, nuclei count;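 cell loss after 18 h compound exposure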
An asterisk follows results filed as active; i = inactive; · = not tested or not shown. Unless noted, no stated cut-off is given here; in the data, active means inhibition above about 50%; inactive means the rest.

Structure	PMI inhibition	PMI inhibitors	Hep lipid drop	Hep lipid drop cells 6.5 µM	MT stabilize HCS	MT stabilize HCS Hoechst-high %	MT stabilize HCS cytotoxicity %	Autophagy mod	Autophagy mod cell loss 18 h	Ins promoter up	Ins promoter up cell count	T cell modulator	T cell modulator vesicle-bound %	TNAP activation fold	bCat nuc transl	bCat nuc transl cell count 5 µM
Cc1cccc2cc(C#N)c(N3CCC(O)CC3)nc12	9%	1%	15	773	1.5	2.7	8.0	i	-1	-0.14	1280	i	22	1	-0.6	1043
O=C(CN1C2CCC1CC(NC(=O)NC1CCCCC1)C2)NC1CC1 (stereo not given)	1%	3%	·	·	1.7	1.3	7.0	i	-20	0.11	1237	i	52	1.1	-2.2	1078
Cc1cccc(-n2nc([N+](=O)[O-])c(=NCc3cccnc3)n2O)c1	6%	9%	·	·	3.6	2.1	7.9	i	49	0.16	1550	i	30	1	0.2	1376
Cc1ccc(NC(=O)CC2Nc3ccccc3NC2=O)cc1Cl (stereo not given)	-8%	2%	·	·	2.7	1.6	13	i	-2	·	·	·	·	1	·	·
COc1ccc(N2C(=O)CC(Nc3cccc([N+](=O)[O-])c3)C2=O)cc1 (stereo not given)	·	·	-33	659	·	·	·	·	·	-0.63	1050	i	41	·	0.3	1289
O=C(NCc1ccccc1)NC(=O)c1ccncc1	3%	6%	7	834	3.3	3.2	8.0	i	-4	-0.15	1350	i	9	1.1	2.3	1126
COc1ccc(CNC(=O)CSc2nn3c(=O)c(C(C)(C)C)nnc3s2)cc1OC	-3%	6%	11	686	3.6	1.0	5.5	i	-3	-0.24	1247	i	51	1.1	0.6	1003
COc1ccc(-n2cnnc2SCC(=O)c2cc(C)n(Cc3cccs3)c2C)cc1	7%	3%	·	·	2.1	2.3	12	i	7	-0.31	1097	i	20	1.2	-5.5	1025
CCNC(=O)Nn1c(-c2ccccc2)nc2ccccc2c1=O	-5%	2%	·	·	3.8	1.5	9.2	i	11	0.86	1262	i	38	1.1	3.2	1420
CCCn1c(SCC(=O)NCc2ccc(F)cc2)n[nH]c1=O	-4%	-8%	5	667	1.9	1.0	3.3	i	15	-1.1	1518	i	27	1.1	-3.2	1153
Cc1ccc(-c2csc(NC(=O)c3cccc(S(=O)(=O)N4CCN(C)CC4)c3)n2)cc1	21%	20%	·	·	3.3	3.9	4.4	i	15	0.23	1196	i	33	1	-0.1	1145
COC(=O)c1cc(NC(=O)c2cc(-c3ccc(C(F)(F)F)cc3)oc2C(F)(F)F)ccc1N1CCOCC1	·	·	33	725	·	·	·	·	·	-0.64	911	i	31	·	2.9	1324
COc1ccc(N2CCN(C(=O)CCc3nc(-c4ccc(C)cc4)no3)CC2)cc1	-2%	-8%	-2	778	0.6	1.1	19	i	-7	-0.98	996	i	28	1	·	·
c1ccc(NCc2nc3ccccc3n2CCOc2ccccc2)cc1	14%	15%	8	674	3.4	4.5	6.0	i	-8	-0.01	1505	i	40	1.1	0.5	1133
Cc1ccc(CNC(=O)[C@H]2C[C@@H]2[C@H](NP(=O)(c2ccccc2)c2ccccc2)c2ccccc2)o1	3%	-2%	-3	760	3.1	2.4	3.1	i	5	0.17	1258	i	40	1.2	·	·
O=C1Nc2ccccc2C12NCCc1c2[nH]c2ccccc12 (stereo not given)	6%	6%	-7	773	2.9	1.9	11	i	-10	0.03	916	i	27	1.1	-0.7	989
CCOC(=O)CCC(=O)N1CCOCCOCCN(C(=O)CCC(=O)OCC)CCOCC1	0%	-3%	0	757	1.0	1.1	3.8	i	-10	-0.94	1032	i	34	1.2	·	·
Cc1c(C(=O)OC(C)C)sc(N)c1C(=O)OC(C)C	17%	23%	-1	629	2.6	2.9	8.9	i	7	0.94	1211	i	0	1.1	0.1	998
CC1=CC=CC2=NC(=O)CC(C)(C(=O)N(CC(=O)NC3CCCC3)c3ccccc3C)N12 (stereo not given)	2%	9%	-4	840	3.2	2.4	12	i	99	·	·	i	20	1.1	0.2	1080
CNC(=O)NC1CCCCc2sccc21 (stereo not given)	-5%	-6%	·	·	2.5	1.6	12	i	0	0.38	1317	i	35	1	0.2	792
COc1ccc(-n2c(Cc3cccn3C)nnc2SCC(=O)NCc2ccc(F)cc2)cc1	22%	17%	-8	678	3.1	1.9	4.3	i	-5	0.85	1430	i	22	1.1	0.6	1013
Cc1ccc(NC(=O)c2ccccc2)cc1OC(=O)c1ccccc1	14%	12%	·	·	2.2	2.4	6.1	i	16	0.95	1593	i	27	1	0.1	1350
Cc1ccc2nc3c(c(N)c2c1)CCN3c1ccccc1	6%	0%	·	·	1.7	2.3	10	i	14	-2.1	922	i	45	1.1	-1.7	1051
CCOC(=O)c1nn(-c2ccccc2F)c2nc(-c3ccco3)c(C#N)c(=O)n12	-14%	-4%	10	701	2.7	3.0	7.5	i	-5	-0.04	1257	i	47	1	·	·
CCc1ccc(C2CC(=O)N3CN(c4ccccc4)CSC3=C2C#N)cc1 (stereo not given)	-47%	0%	·	·	4.7	1.8	5.7	i	-1	0.19	962	i	40	0.9	·	·
O=C(CCC1CCCN(C(=O)c2cncs2)C1)NCc1ccc(F)c(F)c1 (stereo not given)	11%	4%	5	669	2.8	2.7	4.4	i	5	·	·	i	64	1.1	0.2	1480
CCCCCCN=C(C)c1ccccc1O	·	·	1	734	·	·	·	·	·	-0.37	1351	i	55	·	3.2	1003
CCC(CC)NC(=O)Cc1ccccc1[N+](=O)[O-]	8%	3%	-7	655	3.4	1.3	8.7	i	14	-0.33	1946	i	18	1.1	0.3	1111
Cc1ccc(-n2c(-c3nn(C)cc3Cl)n[nH]c2=S)cc1	-1%	-7%	-4	717	3.3	3.7	8.5	i	2	0.27	1245	i	28	0.9	-2.2	570
Cc1ccc(N2C(=O)CC(NNC(=O)Cc3ccc(F)cc3)C2=O)cc1Cl (stereo not given)	·	·	-9	706	·	·	·	·	·	0.58	920	i	40	·	0.5	1383
Cc1ccc(NC(=O)CNCc2ccccc2)cc1Br	4%	-2%	3	679	4.0	1.6	4.9	i	14	0.14	1171	i	29	1.1	-0.5	1003
O=C(CSCCO)Nc1ccc(C2CCCCC2)cc1	9%	16%	·	·	2.4	2.1	0.5	i	17	-0.74	1045	i	35	1.1	2.4	815
CC1Oc2ccccc2N(CC(=O)NCC2CCCO2)C1=O (stereo not given)	0%	0%	·	·	2.7	2.2	6.0	i	-8	0.39	1223	i	39	1.1	-3.1	890
CC(C)(C)[C@H]1C=C(C(=O)NCc2nc3ccccc3[nH]2)O[C@@H](OCc2ccc(CO)cc2)C1	·	·	5	702	·	·	·	·	·	0.38	1072	i	28	·	0.1	1292
Cn1ncc(Cl)c1C(=O)Nc1ccc(Cl)cn1	10%	8%	26	810	2.1	2.9	1.4	i	-1	0.23	1170	i	5	1.1	-1.5	1205
Cc1nc(SCC(=O)c2cc3ccccc3oc2=O)c(C#N)c(-c2cccs2)c1C(=O)Nc1ccccc1	-10%	-12%	10	680	2.0	1.3	7.0	i	-43	·	·	i	2	1	0.8	531
COc1ccccc1CNC(=O)c1cccs1	0%	8%	2	833	2.1	1.2	11	i	-13	0.09	1078	i	61	1.1	2.1	1077
CC(=O)c1cccc(NC(=O)CN2C(=O)NC3(CCCCCCC3)C2=O)c1	6%	7%	·	·	2.3	2.0	7.1	i	2	0.31	1185	i	33	1	-1.1	912
Cc1cc(C)nc(Sc2ccc(/C=C(\C#N)C(N)=O)o2)n1	3%	-2%	-2	688	7.0	4.4	7.0	i	-1	-0.08	1432	i	3	1.1	-4.1	526
CCN(CC)S(=O)(=O)c1ccc(/C=C/C(=O)OCC(=O)NCc2ccc3c(c2)OCO3)cc1	-7%	-13%	4	684	6.3	2.5	8.5	i	11	-0.27	1247	i	17	1.1	0.0	1047

One compound at a time (already shown).
CCN(CC)S(=O)(=O)c1ccc(/C=C/C(=O)OCC(=O)NCc2ccc3c(c2)OCO3)cc1 across the screens: PMI inhibition = -7%; PMI inhibitors = -13%; Hep lipid drop = 4; Hep lipid drop cells 6.5 µM = 684; MT stabilize HCS = 6.3; MT stabilize HCS Hoechst-high % = 2.5; MT stabilize HCS cytotoxicity % = 8.5; Autophagy mod = i; Autophagy mod cell loss 18 h = 11; Ins promoter up = -0.27; Ins promoter up cell count = 1247; T cell modulator = i; T cell modulator vesicle-bound % = 17; TNAP activation fold = 1.1; bCat nuc transl = 0.0; bCat nuc transl cell count 5 µM = 1047
CC(C)(C)[C@H]1C=C(C(=O)NCc2nc3ccccc3[nH]2)O[C@@H](OCc2ccc(CO)cc2)C1 across the screens: PMI inhibition = ·; PMI inhibitors = ·; Hep lipid drop = 5; Hep lipid drop cells 6.5 µM = 702; MT stabilize HCS = ·; MT stabilize HCS Hoechst-high % = ·; MT stabilize HCS cytotoxicity % = ·; Autophagy mod = ·; Autophagy mod cell loss 18 h = ·; Ins promoter up = 0.38; Ins promoter up cell count = 1072; T cell modulator = i; T cell modulator vesicle-bound % = 28; TNAP activation fold = ·; bCat nuc transl = 0.1; bCat nuc transl cell count 5 µM = 1292

(further entries)
Structure	PMI inhibition	PMI inhibitors	Hep lipid drop	Hep lipid drop cells 6.5 µM	MT stabilize HCS	MT stabilize HCS Hoechst-high %	MT stabilize HCS cytotoxicity %	Autophagy mod	Autophagy mod cell loss 18 h	Ins promoter up	Ins promoter up cell count	T cell modulator	T cell modulator vesicle-bound %	TNAP activation fold	bCat nuc transl	bCat nuc transl cell count 5 µM
Cn1c(C(=O)NC2CCCCC2)cc2c(=O)n(C)c3ccccc3c21	2%	0%	·	·	9.6	3.8	6.4	i	8	-1.4	1144	i	14	1.2	-6.5	1111
O=C(O)CC(C(=O)Nc1cccc(C(F)(F)F)c1)C1CCCO1 (stereo not given)	-1%	-6%	1	769	3.3	0.5	31	i	-3	0.06	1266	i	51	1	-2.6	1215
NC(=O)CC(NC(=O)Cc1cccc2ccccc12)c1ccc(N2CCC(Br)CC2)c([N+](=O)[O-])c1 (stereo not given)	·	·	3	739	·	·	·	·	·	-0.25	1022	i	26	·	0.0	1269
CCOC(=O)C(C)CC(C)C(=O)N1CCOCCOCCN(C(=O)C(C)CC(C)C(=O)OCC)CCOCC1 (stereo not given)	0%	-7%	·	·	1.7	2.6	7.2	i	2	-1.1	1549	i	48	1	-0.6	1333
O=C(Oc1ccc(-c2nccc(-c3ccccn3)n2)cc1)c1cccc(C(F)(F)F)c1	7%	5%	·	·	2.4	1.3	5.7	i	12	·	·	i	42	1	·	·
